Screening results from PubChem.
Cneo AK release: Cryptococcus neoformans cell lysis inducers, primary screen, AK release luminescence, single concentration | C. neoformans lysis, adenylate kinase release luminescence, 4 h; normalised: neutral wells 0, clomiphene wells 100 | lysis activity, % at 15 µM | 360,000 compounds, 0.2% hits | AID 651654, 2012;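 active = mean lysis activity across replicates of at least 80%, whatever share of replicates individually reach that level; inactive = mean lysis activity below 80%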
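Test system: log-phase Cryptococcus neoformans yeast cells. Input: 5 × 10^6 yeast cells/mL. Medium: fresh YPD growth medium. Doses: single dose. Incubation: static 4 h at 37 °C with compound, 1 h detection. Measured by: luminescent adenylate kinase detection reagent. Read-out: signal increase indicating cell lysis. Benchmarks: Clomiphene.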
PGC1a acetyl inh: inhibitors of PGC1a acetylation signal, primary screen, cell-based, U2OS, AlphaScreen, inhibitor mode; AlphaScreen anti-acetyl-lysine; with virally co-expressed GCN5 acetyltransferase; inhibition, % at 15.6 µM; 350,000 compounds, 0.17% hits; AID 651687, 2012;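 active = every replicate shows inhibition of at least 40%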;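 also: 0% = neutral control wells and 100% = positive control wells; some results beyond the cut were filed as inactive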
LGR2 antag: inhibitors of bursicon-induced LGR2 CRE-luciferase signal, primary screen, cell-based, HEK293, CRE-luciferase reporter, bursicon stimulation; bursicon-stimulated, 4 h; inhibition, % at 9.99 µM; Drosophila bursicon receptor LGR2 (rickets); 380,000 compounds, 0.35% hits;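 active = drop in luminescence signal, shown as inhibition above about 50% in the replicate tests, limit read from the data, passing the limit was not always enough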;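 also: agonist challenge used bursicon conditioned medium at about half maximal strength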
ARNT TACC3 PPI: disruptors of ARNT/TACC3 protein interaction, primary screen, biochemical, AlphaScreen, single concentration; AID 623870, 2012; inhibition, % at 9.99 µM; AlphaScreen His-ARNT PAS-B/GST-TACC3 binding, luminescence; TACC3 fragment carries E629A point mutation; Transforming acidic coiled-coil-containing protein 3 (Homo sapiens), Q9Y6A5; 390,000 compounds, 0.66% hits;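 active = mean inhibition of replicates at least 50% and at least half of replicates each reaching 50%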;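 also: 0% = complete ARNT plus TACC3 wells and 100% = ARNT alone without TACC3; many hits fall short of the cut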
PAX8 reporter: inhibitors of PAX8-driven TPO luciferase reporter, primary screen, RMG-I cells, single concentration; SteadyGlo, 24 h; inhibition, % at 12.6 µM; 360,000 compounds, 1.2% hits; AID 652154, 2013;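 active = mean replicate inhibition at least 60% with every replicate also reaching 60%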;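 also: luciferase light reporting Pax8 driven TPO promoter activity; plate controls were median of neutral control wells for no effect and mitoxantrone controls for full effect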
Statin myotox sup: suppressors of statin myotoxicity in C2C12 myotubes, primary screen, cell-based, single point, plate reader; C2C12 myotubes + simvastatin, ATP luminescence, 48 h; scaled: DMSO 0, geranylgeraniol control 100; rescue of ATP level, % at 7.49 µM; 330,000 compounds, 0.78% hits; AID 602340, 2012;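 active = mean ATP rescue above about 67%, or every replicate alone reaching that limit, limit read from the data, passing the limit was not always enough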;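 also: myotubes were challenged with 10 µM simvastatin during compound exposure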
INS-1E GSIS act: GLuc luminescence reporter in INS-1E cells, primary screen for activators of glucose-dependent secretion of insulin | 370,000 compounds, 0.61% hits | activation, % at 16.6 µM | INS-1E GLuc reporter insulin secretion, 2-3 h;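 active = lowest replicate activation of at least 40%, so every replicate reaches that level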;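 also: 0% = median of neutral control wells and 100% = median of IBMX positive control wells; some compounds called inactive have numbers as strong as hits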
PglD DTNB: C. jejuni PglD acetyltransferase inhibitors, primary screen, biochemical, DTNB colorimetric, single point. UDP-N-acetylbacillosamine N-acetyltransferase PglD (Campylobacter jejuni). purified PglD enzyme, DTNB colorimetric CoA detection. inhibition, % at 12.5 µM. 360,000 compounds, 0.098% hits; in the data active = inhibition above about 16%, passing the limit was not always enough; also: strong numbers were not always called active
An asterisk follows results filed as active; / = not tested or not shown; & = joins results of further samples. Outcome played no part in choosing rows (roughly 2.9% active in at least one column).

nr	canonical_smiles	Cneo AK release	PGC1a acetyl inh	LGR2 antag	ARNT TACC3 PPI	PAX8 reporter	Statin myotox sup	INS-1E GSIS act	PglD DTNB
1	CCCC#Cc1ccc2c(c1)O[C@@H](CN(C)C(=O)C1CCCCC1)[C@H](C)CN([C@@H](C)CO)S2(=O)=O	/	13	-9	/	/	-45	-7	/
2	COC(=O)c1cc(C)[nH]c2c(C)cc3nc4ccccc4c3c12	2	/	16	-63	11	-31	-19	2
3	COc1cc(/C=N/NC(=O)c2cccnc2)ccc1OC(=O)c1ccc([N+](=O)[O-])cc1	/	12	6	-2	22	/	-5	/
4	Cc1ccc(S(=O)(=O)NCC[C@@H]2CC[C@@H](NC(=O)c3cnccn3)[C@@H](CO)O2)cc1	0	3	-8	-15	-20	0	-3	0
5	CCN(CC)C(=O)Oc1cc(=O)n(C)c2ccccc12	2	/	6	-6	/	/	3	-8
6	O=C(CSc1nnc(CNC(=O)c2cccs2)o1)Nc1ccc(F)cc1F	5	5	15	0	-2	1	4	-1
7	C[C@@H](CN=[N+]=[N-])CN1CC[C@H](O)CCC1=O	0	4	8	-3	-11	8	/	2
8	CCc1ccc(-c2cc(C)no2)cc1S(=O)(=O)N1CCC(C)CC1	/	-10	31	-1	23	-10	-20	/
9	CCCCNC(=O)CSc1nc2ccsc2c(=O)n1CCCC(=O)NCCc1ccc(S(N)(=O)=O)cc1	2	3	-3	-10	4	-5	3	3
10	COc1ccc(-c2[nH]ncc2N=Nc2ccccc2)cc1	/	/	0	7	-18	/	6	/
11	Cc1ccc([N+](=O)[O-])cc1NC(=O)CN(C)CCOc1ccccc1	6	-3	9	-4	16	5	21	-5
12	CC1CCCN(CC(=O)Nc2ccc(S(=O)(=O)N3CCCCCC3)cc2)C1 (stereo not drawn)	-1	-13	-2	8	/	55	-14	-3
13	COCCN(C(=O)COC(=O)/C=C/c1ccc2c(c1)OCO2)c1c(N)n(Cc2ccccc2)c(=O)[nH]c1=O	0	/	1	-5	-131	2	-9	-5
14	C[C@H]1CN([C@@H](C)CO)C(=O)c2cccc(NC(=O)c3cnccn3)c2O[C@H]1CN(C)C(=O)Nc1ccc2c(c1)OCO2	34	-12	-23	2	/	-21	9	1
15	CC1(C)SC(=S)N(/N=C/c2cccnc2)C1N(O)C(=O)NC1CCCCC1 (stereo not drawn)	/	/	7	1	9	/	-2	/
16	Cc1ccc(S(=O)(=O)N2C[C@H](O)COC[C@H]3O[C@@H](CC(=O)NCCCN(C)C)CC[C@@H]32)cc1	-5	2	-5	-2	3	-8	7	0
17	COc1ccc(/C=C2/CCc3ccccc3C2=O)cc1CN1CCOCC1	-4	0	-16	7	/	/	9	-3
18	C[C@@H]1CN([C@@H](C)CO)C(=O)c2cccc(NC(=O)C3CC3)c2O[C@@H]1CN(C)CC1CCCCC1	1	-11	4	5	/	-4	11	-2
19	Cc1noc(C)c1NC(=O)Nc1ccc2c(c1)CC(=O)N([C@H](C)CO)C[C@@H](C)[C@H](CN(C)CC1CCCCC1)O2	2&-3	2&-14	5&-2	-14&-8	-2	-3&-8	-8&-8	13&-5
20	CC(C)NC(=O)Nc1ccc2c(c1)CC(=O)N([C@H](C)CO)C[C@@H](C)[C@H](CN(C)S(=O)(=O)c1cccs1)O2	2	1	-5	-28	7	-13	10	4

Two entries from above, with each value named:
12) CC1CCCN(CC(=O)Nc2ccc(S(=O)(=O)N3CCCCCC3)cc2)C1 (stereo not drawn)
  Cneo AK release: -1; PGC1a acetyl inh: -13; LGR2 antag: -2; ARNT TACC3 PPI: 8; PAX8 reporter: /; Statin myotox sup: 55; INS-1E GSIS act: -14; PglD DTNB: -3

3) COc1cc(/C=N/NC(=O)c2cccnc2)ccc1OC(=O)c1ccc([N+](=O)[O-])cc1
  Cneo AK release: /; PGC1a acetyl inh: 12; LGR2 antag: 6; ARNT TACC3 PPI: -2; PAX8 reporter: 22; Statin myotox sup: /; INS-1E GSIS act: -5; PglD DTNB: /

Next records follow:
nr	canonical_smiles	Cneo AK release	PGC1a acetyl inh	LGR2 antag	ARNT TACC3 PPI	PAX8 reporter	Statin myotox sup	INS-1E GSIS act	PglD DTNB
21	CCC1=NN2C(=N)/C(=C\c3cccn3-c3ccc(Br)cc3)C(=O)N=C2S1	-1	-9	2	-6	10	9	-25	-16
22	O=C(CN1CCN(c2ccc(O)cc2)CC1)Nc1cc(S(=O)(=O)N2CCOCC2)ccc1Cl	/	/	4	9	28	/	-28	/
23	CCOC(=O)c1cc(-c2ccc(/C=C3/C(=O)N(c4ccc(C(=O)O)cc4)N=C3C)o2)ccc1Cl	0	4	23	-7	-6	-7	2	6
24	COc1ccc(NC(=O)N(C)C[C@@H]2Oc3c(NC(=O)Nc4cccc5ccccc45)cccc3C(=O)N([C@H](C)CO)C[C@@H]2C)cc1	-8	-4	7	1	/	-66	1	-3
25	c1ccc2c(c1)OCC(c1csc3ncnc(N4CCCC4)c13)O2 (stereo not drawn)	-5	0	1	-11	/	49	-25	10
26	COc1ccc(CCNC(=O)CSC(=O)c2ccccc2)cc1OC	/	/	-3	-8	12	/	46*	/
27	COc1ccc(-c2nn(CCC(=O)O)cc2CCC(=O)O)cc1	-3	-1	/	-9	/	-3	/	-4
28	CCN(CC)CCNC(=O)C1(O)c2cc(Br)ccc2NC(=O)N1c1cccc(OC)c1 (stereo not drawn)	2	-6	14	-3	-1	-7	1	1
29	Cc1cc(/C=C2\SC(=S)NC2=O)c(C)n1-c1ccc(O)cc1	/	/	-57	4	-158	/	-1	/
30	Cc1cc(NS(=O)(=O)c2ccc(NC(=O)C(C)Oc3ccccc3Cl)cc2)no1 (stereo not drawn)	3	/	-6	2	-5	-3	59*	-3
31	COc1ccc(C(C)(O)c2nc(-c3ccc(OC)nc3)cs2)cc1 (stereo not drawn)	0	-25	-143	/	-2	-2	-9	2
32	CCCC#Cc1cnc2c(c1)C(=O)N([C@@H](C)CO)C[C@H](C)[C@H](CN(C)C(=O)Nc1cccc(F)c1)O2	88*	25	9	5	-11	13	5	-1
33	COc1ccc(CCN(C(=O)C(F)(F)F)C(C(=O)NC2CCCC2)c2cccs2)cc1OC (stereo not drawn)	0	-8	-5	-1	/	13	11	0
34	CC(C)C(=O)Nc1ccc2c(c1)C(=O)N(C)[C@H]1CC[C@H](CC(=O)Nc3ccccc3)O[C@H]1CO2	0	9	-10	-4	1	1	-1	0
35	COc1cccc(NC(=O)COc2ccc(S(=O)(=O)NC(C)C)cc2)c1	0	-9	/	-9	/	2	/	8
36	O=C(O)CCC(=O)Nc1ccccc1C(=O)NCc1ccccc1	-4	3	-11	-10	2	/	/	7
37	CCN(CC)C(=O)[C@H]1C[C@H](CC(=O)NCCC2=CCCCC2)C(=O)N2CCc3c([nH]c4ccc(Cl)cc34)[C@]12C	2	2	14	1	45	-5	/	-2
38	COc1ccc(NC(=O)CSc2nc3cccnc3n2C)cc1	/	6	-10	0	0	/	-3	/
39	CC1(C)CC(=O)C2=C(C1)Nc1ccccc1NC2c1ccc([N+](=O)[O-])cc1 (stereo not drawn)	/	/	5	-8	17	/	-7	/
40	CC(=O)CC(C)(C)S(=O)(=O)c1ccc(NC(C)=O)cc1	-3	-5	4	-6	/	-2	-6	3
41	O=C(NCCN1CCOCC1)c1ccc2c(c1)N(Cc1ccccc1)CCS2	1	0	-10	27	8	-8	5	-5
42	Cc1cccc(N2C(=O)N3[C@H](c4ccc(F)cc4)[C@@H]4C(=O)N(C5CCCCC5)C(=O)[C@@H]4[C@]3(Cc3ccccc3)C2=O)c1	2	-1	9	6	3	13	3	1
43	Cc1sc2ncnc(NCC(O)c3ccccc3)c2c1C (stereo not drawn)	0	/	-15	-7	-59	-24	-13	2
44	CN1CCN(c2ccc(S(=O)(=O)N3CCOCC3)cc2NC(=O)C2CCCCC2)CC1	0	4	-2	-1	4	-2	0	-1
45	COc1ccc(-c2nn(-c3ccccc3)cc2/C=C(\CC(=O)O)c2nc3ccccc3s2)cc1OC	-4	/	-39	0	-3	-13	-28	1
46	CC1C(=O)C(C)C(c2ccc(Br)cc2)NC1c1ccc(Br)cc1 (stereo not drawn)	-1	6	-5	-5	8	4	13	-2
47	CCOc1cccc(-c2c(C(=O)N/N=C/c3ccc(Br)cc3)nnn2-c2nonc2N)c1	1	21	0	-1	12	-2	-18	-3
48	C#CCOCCOCCOCCNc1nc(N2CCOCC2)nc(N2CCN(C(=O)[C@H](CCCCN)n3cc(CCC(=O)O)nn3)CC2)n1	-1	-7	/	2	1	7	/	0
49	CN(C)CCNC(=O)Nc1ccc(Cl)c(Cl)c1	-4	-14	-3	1	/	/	-9	3
50	CCC(C)(C)NC(=O)C(c1ccccn1)N(C(=O)c1csnn1)C1CCCCC1 (stereo not drawn)	/	-14	21	-22	8	/	-11	/
51	C[C@@H]1CN([C@@H](C)CO)C(=O)c2cc(Br)cnc2O[C@H]1CN(C)C(=O)Nc1ccc2c(c1)OCO2	0&1	0	-3&8	1	4&-13	5&-17	-3&-8	0&1
52	Fc1cccc(NC(=S)Nc2ccc(Br)cc2)c1	3	/	/	-4	/	5	/	-3
53	NC(=O)c1ccc(OCC(F)(F)C(F)(F)C(F)(F)C(F)(F)C(F)(F)C(F)F)cc1	20	-14	11	-3	/	-14	-5	2
54	Cc1ccc(S(=O)(=O)N2C[C@H](O)COC[C@@H]3O[C@@H](CC(=O)NCc4ccc5c(c4)OCO5)CC[C@H]32)cc1	1	-13	0	9	9	3	-6	2
55	C/C(N)=C(/C#N)C(=O)CSc1nc(C2CCCCC2)n(-c2ccccc2)n1	2	-2	/	4&-1	7&8	1	2	-6
56	CC(=O)N1CCN(c2ccc(NC(=O)c3ccc(N4CCCC4)c([N+](=O)[O-])c3)cc2Cl)CC1	-2	-4	-2	-7	/	-26	-2	3
57	Cc1cccc(NC(=O)COC(=O)c2c(-c3ccccc3)noc2C)c1	-1	-4	-1	/	4	6	-45	2
58	CCC(=O)N1CCc2cc(S(=O)(=O)NCCc3ccc(S(N)(=O)=O)cc3)ccc21	1	11	-3	0	-2	2	3	2
59	Fc1ccc(N2CCN(/C=C/c3nnnn3-c3ccccc3)CC2)cc1	0	0	4	-2	8	-32	16	-2
